# Growth percent in the NCI-60 one-dose screen (48 h, 10 µM unless noted): 100 = growth as untreated, 0 = no growth, -100 = all killed.
# UACC-62: UACC-62 melanoma. 81,000 compounds, 5.4% hits. AID 1794756; active = growth percent below 10
# Numbers without * were called inactive; & = joins results of further samples; ! = a repeat was not active; [ ] = dose if it differs, or a comment. Not all compounds are listed, so the mix of outcomes need not match the whole.
Molecule	UACC-62
CC1(C)CCCC(C)(C2CCC3(C)C2C(O)CC2C4(C)CCC(O)C(C)(C)C4C(O)CC23C)O1 (centres undefined)	-83.9*[100 µM]
CCOC(=O)c1c(C)cc(=O)n2c1[nH]c1ccccc12	37.2[100 µM]
CCOC(=O)COc1cc(-c2ccccc2F)nc2cc3c(cc12)OCO3	35.8&69.3[100 µM]
C/C(=C\COc1cc(O)c2c(c1)C(=O)c1cc(C)cc(O)c1C2=O)CCC1OC1(C)C (centres undefined)	6.2*![100 µM]
CCC/C(Cl)=N/OC(=O)Nc1cccc(F)c1	-100.0*[100 µM]
COC(=O)C(=O)C(C(=O)C(=O)Nc1ccc(Cl)c(Cl)c1)c1nc2ccc(C(=O)c3ccccc3)cc2[nH]c1=O (centres undefined)	6.7*![100 µM]
COC(=O)C(=O)C(C(=O)C(=O)Nc1ccccc1C(N)=O)c1nc2ccc(Cl)cc2[nH]c1=O (centres undefined)	45.3&84.2[100 µM]
COc1ccc2c(=O)c(-c3cc4c(cc3OC)OCO4)coc2c1	25.3&30.1[100 µM]
CCC1OC2(C)CC(C#N)(C#N)C1(C#N)C(=N)O2 (centres undefined)	34.6[100 µM]
O=C1C2=Cc3ccccc3OC2(O)Oc2ccc(O)cc21 (centres undefined)	25.8&39.2[100 µM]
COc1ccc(-c2oc3ccc(C)cc3c(=O)c2O)cc1	75.7&78.2[100 µM]
NC(=O)NNc1nc2ccccc2c(=O)n1NC(=O)C(=O)Nc1ccc(Cl)cc1Cl	80.1&93.2[100 µM]
CC(=N\N)/C(C)=N/N=C(C)/C(C)=N/N=C(C)/C(C)=N/N	107.1&94.6[100 µM]
CC1(C)Oc2ccc3c(=O)cc(-c4ccccc4)oc3c2C1C(=O)O (centres undefined)	89.2&73.6[100 µM]
COc1ccc2c(c1)C(N)=C(c1ccccc1)C2=O	28.2&80.5[100 µM]
O=C(O)c1cnccc1-c1cc(=O)[nH]n1-c1ccccc1	7.4*![100 µM]
COC1CCC(=O)N1CN(C(C)=O)c1ccc(C)cc1 (centres undefined)	91.3&90.4[100 µM]
COC(=O)C1=CO[C@@H](OC2OC(CO)C(O)C(O)C2O)[C@@H]2[C@H](C)[C@@H](O)[C@@H](O)[C@]12O (some centres undefined)	97.1&86.1[100 µM]
N#Cc1nc(-c2cccc(-c3nc(C#N)c(N)o3)n2)oc1N	63.8&89.4[100 µM]
COc1ccc2c(C)cc(N/N=C/c3ccc(C)s3)nc2c1	-100.0*[100 µM]

# 4 entries from above, field by field.
COC(=O)C(=O)C(C(=O)C(=O)Nc1ccccc1C(N)=O)c1nc2ccc(Cl)cc2[nH]c1=O (centres undefined)
  UACC-62: 45.3&84.2[100 µM]
CC1(C)CCCC(C)(C2CCC3(C)C2C(O)CC2C4(C)CCC(O)C(C)(C)C4C(O)CC23C)O1 (centres undefined)
  UACC-62: -83.9*[100 µM]
CCOC(=O)c1c(C)cc(=O)n2c1[nH]c1ccccc12
  UACC-62: 37.2[100 µM]
COc1ccc2c(C)cc(N/N=C/c3ccc(C)s3)nc2c1
  UACC-62: -100.0*[100 µM]

# Remaining list, next part
Molecule	UACC-62
O=C1C2CC=CCC2C(=O)N1n1c(Cc2ccc(Cl)cc2)n[nH]c1=O (centres undefined)	99.4&88.4[100 µM]
N#Cc1n[nH]n(-c2ccc(Br)cc2)c1=O	96.9&93.7[100 µM]
COc1ccc(Nc2nc3ccc(C(F)(F)F)cc3nc2C(=O)O)cc1	-91.5*[100 µM]
CC(C)=NNc1snnc1C(N)=O	98.6&95.8[100 µM]
O=C1c2ccccc2-c2c1c1ccccc1c(=O)n2-c1cccnc1	0.4*![100 µM]
S=C1N=C(Cl)/C(=C\c2ccccc2)N1	67.3&92.2[100 µM]
COC(=O)C(/C(=N/N)C(=O)Nc1ccc(C)c(C)c1)c1nc2ccc(Cl)cc2[nH]c1=O (centres undefined)	58.6&73.8[100 µM]
CC(O)c1nc(C#N)c(N)o1 (centres undefined)	100.1&84.1[100 µM]
NNC1=N/C(=C\c2ccco2)C(Cl)=N1	-100.0*![100 µM]
COc1cc(Nc2ccc3c(c2)CCC3)nc(OC)n1	2.3*![100 µM]
COc1cccc(N(CN2CC=CC2=O)C(C)=O)c1	99.8&93.6[100 µM]
O=C(/C=C/c1ccccc1)CCC1C(=O)c2ccccc2C1=O	19.1&41.6[100 µM]
Cc1cccc(C)c1NC(=O)C(=O)CC(=O)/C=C/c1ccccc1	61.2&37.6[100 µM]
Fc1cccc(F)c1C1SCc2nc3cc4ccccc4cc3n21 (centres undefined)	19.9&21.7[100 µM]
CC(=O)NNc1nc(C)c(C(/C=C/c2ccc3c(c2)OCO3)=N/NC(=O)c2ccncc2)s1	103.3&105.0[100 µM]
CCOC(=O)c1cc(C)nc2c1c(=O)n(-c1ccccc1)c(=O)n2CCCCN1CCN(c2ncccn2)CC1	82.3&97.1[100 µM]
COc1cccc(N(CN2C(=O)CCC2OC)C(C)=O)c1 (centres undefined)	92.9&86.8[100 µM]
Nc1nc(Nc2cc(F)c(Cl)c(F)c2)cc(=O)[nH]1	-90.5*![100 µM]
O=C1C=CC=C/C1=C1\N=C(c2ccccc2OCC(=O)c2ccccc2)SS1	31.9&32.5[100 µM]
COc1c(-c2ccc(F)cc2)oc2c(CC(=O)O)cccc2c1=O	88.0&82.0[100 µM]

# Molecules above that contain a COOH group (four):
Molecule	UACC-62
CC1(C)Oc2ccc3c(=O)cc(-c4ccccc4)oc3c2C1C(=O)O (centres undefined)	89.2&73.6[100 µM]
O=C(O)c1cnccc1-c1cc(=O)[nH]n1-c1ccccc1	7.4*![100 µM]
COc1ccc(Nc2nc3ccc(C(F)(F)F)cc3nc2C(=O)O)cc1	-91.5*[100 µM]
COc1c(-c2ccc(F)cc2)oc2c(CC(=O)O)cccc2c1=O	88.0&82.0[100 µM]

# The list goes on.
Molecule	UACC-62
CC(=O)O[C@@H]1C[C@@]2(C)[C@@H]3CC=C4[C@@H](C[C@H](O)C(=O)C4(C)C)[C@]3(C)C(=O)C[C@]2(C)[C@H]1[C@@](C)(O)C(=O)/C=C/C(C)(C)OC(C)=O	-99.7*[100 µM]
C=CCC1=CC2(OC)C(=O)C(OC)(OC)C1C1C(OC)(OC)C(=O)C(OC)=CC12CC=C (centres undefined)	81.2&73.9[100 µM]
N#Cc1n[nH]n(C2CCCCC2)c1=O	101.1&96.4[100 µM]
CCCC(=O)Oc1c2ccsc2c(OC(=O)CCC)c2ccsc12	-100.0*[100 µM]
CN(C)CCNc1ccc(NCC[N+](C)(C)Cc2ccc([N+](=O)[O-])cc2)c2c1C(=O)c1c(O)ccc(O)c1C2=O	0.2*![100 µM]
C=CCn1cnc2c(=O)[nH]c(Nc3ccccc3)nc21	89.7&94.9[100 µM]
CC(=O)Nc1c(C)cc2c(nc3n2CCC3OC(C)=O)c1[N+](=O)[O-] (centres undefined)	108.2&134.3[100 µM]
COC1(OC)N=C(N)C2(C#N)C(C)CC(=O)N(N(C)C)C12C#N (centres undefined)	104.6&96.8[100 µM]
COc1ccc(-c2ncnc(-c3ccc(OC)c(OC)c3)n2)cc1OC	13.3&71.9[100 µM]
CC(=O)N(CN1C(=O)CCC1C(=O)O)c1ccccc1 (centres undefined)	102.6&86.5[100 µM]
N#CC1(C#N)C(=O)c2ccncc2C1=O	101.8&103.9[100 µM]
CC1(C)CCC2(C(=O)OC3OC(CO)C(O)C(O)C3O)CCC3(CO)C(=CCC4C5(C)CC(O)C(O)C(C)(C(=O)OC6OC(CO)C(O)C(O)C6O)C5CCC43C)C2C1 (centres undefined)	91.3&99.0[100 µM]
CC(=O)OC1(C)C(=O)OC/C2=C/CN(C)CCC(OC(=O)C(O)(C(C)Cl)CC1C)C2=O (centres undefined)	83.5&90.5[100 µM]
Cc1cc(C)n2c(nc3ccccc32)c1C#N	91.9[100 µM]
C=C(C)C(=O)OC1CC2(C)OC(=CC2=O)C(C)CC2OC(=O)C(=C)C12 (centres undefined)	-97.0*[100 µM]
